# Compound activity deposited in PubChem by National Center for Advancing Translational Sciences (NCATS).
# a7 integrin act: activators of alpha7 integrin expression for muscular dystrophy | alpha7betagal myoblasts, beta-gal FDG fluorescence, 48 h | Potency, µM (top dose mostly 38.3 µM), for the others: top-dose activation, most hits filed as activators | 350,000 compounds, 0.064% hits | AID 624291;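 further: potency means the concentration at half of the fitted maximal effect; 100% = response of the positive control SU9516; nearly all actives have a fitted effect of over 60% in size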
#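 Alpha7betagal+/- myoblasts (passage 13) were plated 16-24 hr, then exposed to compounds (1:260 dilution of DMSO stock) for 48 hours at 37C. After MPER lysis, β-galactosidase reporter activity was read as FDG fluorescence (ex 480/em 540) after 30 minutes.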
# TSHR antag: human thyrotropin receptor antagonism. P16473. AID 504810. activity change, negative = inhibition, % at 11.5 µM. TSHR-expressing cells, TSH-stimulated cAMP HTRF, 2 h; hits give low values. 330,000 compounds, 0.2% hits;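 active means activity change below a set negative limit, meaning inhibition stronger than a set level, cut at about -70% in these data; inconclusive means activity change between two set negative limits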; further: on the % scale 0 is the no-effect control and ±100 the full control effect
#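 Antagonism was scored as loss of TSH-driven cAMP in TSHR cells, stimulated with 4nM TSH (EC80) for 2 hours at 37 deg C and detected by homogeneous HTRF competition immunoassay.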
# MBNL1-CUG inh: blocks human MBNL1 binding to CUG repeat RNA. 280,000 compounds, 0.036% hits. AID 2675. Potency, µM (top dose mostly 57.5 µM), for the others: at the highest dose activity change, negative = inhibition, usual class: inhibitors. TR-FRET MBNL1-His/biotin-(CUG)12 binding, 665/545 ratio. Q9NR56; active means well fitted inhibition curve with a large enough effect in the signal ratio, with a control signal flat, not every such curve was filed as active; inconclusive means small, poorly fitted or top-dose-only effect, or effect the other way, or a change in a side signal; inactive means no such curve, though single readings can be large or run the other way; the % refers to the signal ratio; further: potency means the concentration at half of the fitted maximal effect; on the % scale 0 is the no-effect control and ±100 the full control effect
#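 TR-FRET between His-tagged MBNL1 and biotin-(CUG)12 RNA, detected with Tb anti-His antibody (0.055 ng/ul) and streptavidin-XL665 (5 nM), 60 min at room temperature. Compounds titrated 92 nM to 58 uM; 665/545 nm ratio normalized to buffer and complex controls.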
# A-T KAP1 phos: candidate therapy for ataxia-telangiectasia; Potency, µM (series often up to 57.5 µM), for inactives: at the top dose activation, actives largely listed as activators; 320,000 compounds, 0.19% hits; AID 485349; […] A-T fibroblasts, KAP-1 phosphorylation AlphaLISA; neocarzinostatin DNA damage 30 min before lysis; further: potency means the concentration at half of the fitted maximal effect; % of control where 0% means no effect; nearly all actives have a fitted effect of over 45% in size
#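 ATM-like activity read as KAP-1 phosphorylation via AlphaLISA donor/acceptor antibody pairs after lysis and 6 hr at 25C. Cells were ATM-null patient fibroblasts ([…], hTERT), dosed 60 min, then exposed to the DSB inducer NCS for 30 min.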
# TSG101-PTAP inh: blocks PTAP/TSG101 interaction to inhibit HIV-1 budding | Q99816 | Potency, µM (series often up to 115 µM), for inactives: top-dose activity change, negative = inhibition, hits mostly inhibitors | Fluorescence polarization, FITC-PTAP peptide / Tsg101 binding | 340,000 tested, under 10 active; active means well fitted inhibition curve with a large enough effect in the main read-out, with a control signal flat, not every such curve was filed as active; inconclusive means small, poorly fitted or top-dose-only effect, or effect the other way, or a change in a side signal; inactive means no such curve, though single readings can be large or run the other way; further: potency means the concentration at half of the fitted maximal effect; % of control where 0% means no effect
#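 Compounds were pin-transferred onto Tsg101 binding domain (10 uM final) in HEPES pH 7.5 buffer, then FITC-PTAP peptide was added at 50 nM final. After 20 min at RT, polarization reported peptide displacement across a qHTS concentration series.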
# S-ASM inh: human S-ASM enzyme inhibition; P17405; placental ASM, HMU-PC fluorogenic substrate, 60 min; Potency, µM (series often up to 57.5 µM), for inactives: at the highest dose activity change, negative = inhibition, hits mostly inhibitors; 340,000 compounds, 0.006% hits; further: potency means the concentration at half of the fitted maximal effect
#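 Human placenta-derived ASM preincubated with compound 10 min at room temperature, then reacted with 9 uM (final) fluorogenic HMU-PC substrate for 60 min at 37 C. Stop solution raises pH to 10; fluorescence read at Ex 386/Em 447 nm.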
# Mito fusion yeast: blocks mitochondrial division or promotes mitochondrial fusion; S. cerevisiae fusion-defective mutant growth rescue, CellTiterGlo 48 h; 320,000 compounds, 0.23% hits; Potency, µM (doses to about 46.1 µM), for inactives: at the highest dose growth rescue (activation), actives largely listed as activators;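 further: potency means the concentration at half of the fitted maximal effect; % of control where 0% means no effect; nearly all actives have a fitted effect of over 45% in size; temperature-sensitive fusion mutants such as fzo1-1 at 37 °C on non-fermentable ethanol glycerol medium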
#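 S. cerevisiae fusion-defective temperature-sensitive mutants (e.g. fzo1-1, mgm1-5) grown 48 h at 37C in YPEG (ethanol/glycerol non-fermentable) medium with 23 nl compound per well; growth rescue read as CellTiterGlo luminescence.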
# MLL CXXC-DNA inh: inhibitors of human MLL CXXC domain-DNA interaction; Q03164; AID 2662; 290,000 compounds, 0.037% hits; MLL-CXXC / FITC-HOXA9 DNA fluorescence polarization; Potency, µM (top dose mostly 115 µM), for inactives: at the highest dose activity change, negative = inhibition, hits mostly inhibitors; active means well fitted inhibition curve with a large enough effect in the polarisation, with a control signal flat, not every such curve was filed as active; inconclusive means small, poorly fitted or top-dose-only effect, or effect the other way, or a change in a side signal; inactive means no such curve, though single readings can be large or run the other way; the % refers to the polarisation; further: potency means the concentration at half of the fitted maximal effect
#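 Fluorescence polarization: 7 uM MLL-CXXC (stock) preincubated 5 min with compounds, then 50 nM fluorescein-HOX-A9 DNA (stock) added; 30 min ambient. Buffer 50 mM Tris-HCl pH 7.5, 50 mM NaCl, 1 mM DTT, 0.05% BSA.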
# Menin MLL FP TR: inhibitors of human menin-MLL interaction, mutant MLL peptide | 270,000 compounds, 0.23% hits | O00255 | Menin + Texas Red MLL mutant peptide, fluorescence polarization | Potency, µM (series often up to 61.6 µM), inactives show at the top dose FP activity change, negative = inhibition, most hits filed as inhibitors; active means well fitted inhibition curve with a large enough effect in the polarisation, with a control signal flat, not every such curve was filed as active; inconclusive means small, poorly fitted or top-dose-only effect, or effect the other way, or a change in a side signal; inactive means no such curve, though single readings can be large or run the other way; the % refers to the polarisation; further: potency means the concentration at half of the fitted maximal effect; % of control where 0% means no effect; many of its hits are not listed in these tables
# TCR activator: T cell receptor activation; Potency, µM (series often up to 9.22 µM), for inactives: at the top dose activation of IL-2 secretion, actives largely listed as activators; AID 504894; primary human leukocytes, anti-CD3, IL-2 HTRF, 48 h; 330,000 tested, under 10 active; further: % of control where 0% means no effect
#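 1) Mix primary human leukocytes, a-CD3 beads and compound. 2) Incubate 48 hr. 3) Add HTRF IL-2 reagents (a-IL-2-K, a-IL-2-d2).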
# Active calls of the source: *; ? = inconclusive; / = not tested or not shown; [ ] = dose if it differs, or a comment. Unless noted, the call rests on the fitted dose curve; in most records, active means well fitted curve in the direction sought with a large enough effect; inconclusive means small, poorly fitted or top-dose-only effect, or another doubt; inactive means no such curve, though single readings can be large; an effect the other way counts as inactive or inconclusive.
SMILES,a7 integrin act,TSHR antag,MBNL1-CUG inh,A-T KAP1 phos,TSG101-PTAP inh,S-ASM inh,Mito fusion yeast,MLL CXXC-DNA inh,Menin MLL FP TR,TCR activator
CN(C(=O)c1cccc(NC(=O)Cc2ccc(NC(=O)C3CCCN(C(=O)C4CCC4)C3)cc2)c1)C1CCCCC1 (centres undefined),-11%,/,/,/,-5%,2%,/,/,/,-9%
O=S(=O)(NCC1CCCO1)c1ccc(S(=O)(=O)N(Cc2ccc(F)cc2)Cc2ccco2)cc1 (centres undefined),17%,-22,/,-11%,0%,-4%,2%,9%,26%,-3%[46.1 µM]
O=C(O)c1cc(Sc2ccc(Br)cc2)nc2ccccc12,14%,17,1%,0%,-5%,9%,8%,3%,?,3%
O=C(c1cc2ccc([N+](=O)[O-])cc2oc1=O)N1CCOCC1,-5%,-4,/,3%,0%,-9%,11%,-1%,4%,0%
N/C(=N\OC(=O)c1ccc(Cl)cc1[N+](=O)[O-])c1ccccn1,-39%,-3,?,2%,-3%,10%,-15%,-5%,5%,/
CC(C)c1[nH]nc2c1C1(CCN(Cc3ccccc3)CC1)C(C#N)=C(N)O2,-8%,1,12%,-4%,-7%,35%,-6%,-3%,-1%,1%
Cc1ccc(NC(=O)Cc2ncc(C(F)(F)F)cc2Cl)cc1Cl,-23%,1,-3%,2%,-2%,0%,-3%,3%,10%,0%
O=C(NCc1ccco1)c1ccc(CS(=O)Cc2cccc(Cl)c2)o1 (centres undefined),2%,6,-3%,-4%,-4%,0%,-6%,4%,1%,12%
COc1cccc(C(=O)NCC(=O)N2CCC(C)CC2)c1,8%,0,2%,3%,-8%,3%,3%,-7%,-2%,0%
COCC(C)n1c(C)cc(C(=O)COC(=O)c2nn(C)c(=O)c3ccccc23)c1C (centres undefined),25%,-6,/,-1%,1%,1%,/,/,/,-1%[46.1 µM]
Cc1cc(C)nc(NS(=O)(=O)c2ccc(NC(=S)NC(=O)C(C)C)cc2)n1,6%,-4,-16%,-5%,-5%,7%,-1%,-1%,5%,4%[46.1 µM]
COc1cccc(C(=O)OC2CCCN(C)C2)c1 (centres undefined),-7%,6,-4%,2%,0%,-3%,0%,4%,/,3%
O=C(N/N=C/c1cc2c(cc1Cl)OCO2)c1ccccn1,15%,/,/,/,-3%,12%,/,/,/,-2%
COc1ccccc1OCCCCN1CCCCC1,8%,2,-1%,-2%,-2%,-2%,0%,11%,-6%,4%
CC(C)c1nc2ccc(Br)cn2c1NC1CCCC1,5%,-7,17%,3%,-2%,-1%,2%,2%,?,-7%
O=C(COC(=O)c1cc(S(=O)(=O)N2CCCCC2)ccc1N1CCOCC1)NC1CCS(=O)(=O)C1 (centres undefined),7%,-9,-13%,6%,-2%,3%,-7%,1%,-1%,-7%
CC(C)CC1(C)NC(=O)N(CC(=O)Nc2ccccc2Br)C1=O (centres undefined),9%,-9,/,10%,-9%,6%,/,/,/,-2%
CC(Nc1ccccc1CO)C(=O)Nc1cccc(Cl)c1Cl (centres undefined),-30%,-5,6%,4%,-1%,-2%,13%,-3%,3%,6%
Cc1ccc2c(c1)c(=O)c(Br)c(C)n2Cc1ccccc1,22%,6,-10%,9%,0%,-13%,4%,31%[activator],10%,8%[46.1 µM]
CC(C)C[C@H]1CNC(=S)N1CC1CCN(CCCC2CCCC2)CC1,-24%,/,/,/,-4%,0%,/,/,/,0%
CC[C@H](C)[C@@H]1NC(=O)c2cc([N+](=O)[O-])cc(I)c2SC[C@@H](C(N)=O)NC(=O)[C@H](CCCCN)NC1=O,39%,2,?,5%,0%,5%,-3%,41%[activator],16%,0%
CCOC(=O)C1CCCN(C(=O)CNS(=O)(=O)c2ccc(Br)s2)C1 (centres undefined),2µM*,-6,-5%,4%,-4%,1%,-3%,-8%,-3%,-7%[46.1 µM]
CC1(C)CC(CCNC(=O)c2ccc(-n3cnnn3)cc2)CC(C)(C)N1,10%,-1,4%,-1%,-5%,0%,2%,2%,2%,4%
O=C(O)c1ccc(N2CCCCC2)cc1O,2%,0,/,-3%,0%,2%,4%,0%,/,7%
O=[N+]([O-])c1ccc(N2CCN(c3ccccc3Cl)CC2)cn1,0%,6,?,-17%,-1%,-4%[11.5 µM],-10%,7%,-20%,2%
O=C(c1ccco1)N1CCN(Cc2ccc(F)cc2Cl)CC1,15%,2,-7%,-7%,-1%,4%,4%,-7%,-5%,/
O=S(=O)(c1ccccc1)c1ccc(NCc2ccco2)cc1,12%,-6,1%,7%,-5%,-1%,7%,2%,0%,2%
CCN(C(=O)COc1ncnc2sccc12)c1ccccc1,?,-4,-1%,1%,1%,5%,1%,10%,-6%,0%
Cc1nnc(SCC(=O)N2CCN(S(=O)(=O)c3ccc(Cl)cc3)CC2)[nH]c1=O,7%,-8,2%,7%,-5%,-3%,0%,10%,11%,-2%
CC(=O)CSc1nnc(Cc2ccc([N+](=O)[O-])cc2)o1,-17%,0,?,-7%,-4%,0%,-1%,7%,3%,-4%
CCOC(=O)c1cnc(-n2[nH]c(C)c(Cc3ccccc3)c2=O)[nH]c1=O,-19%,-2,/,-2%,-10%,3%,14%,-9%,10%,6%
CC(NC(=O)c1ccccc1Cl)C(=O)OCc1cn2cc(Cl)ccc2n1 (centres undefined),?,6,/,-3%,1%,0%,/,/,/,/
Cc1cc(C(=O)CN2C(=O)C(=O)N(C3CCCC3)C2=O)c(C)n1CCc1ccccc1,11%,-20,/,4%,0%,-3%,29%,/,/,3%
COc1ccc(C(=O)N/N=C(\C)CC(=O)Nc2ccc(N(C)C)cc2)c(OC)c1,-1%,-13,21%,16%,3%,-1%,-2%,-13%,-3%,/
Cc1cc(C)c(C)c(S(=O)(=O)NCc2ccc(C(=O)N3CCCC3)cc2)c1C,-14%,2,-2%,-4%,-5%,-2%,-1%,-8%,-2%,1%
Cc1ccccc1-c1nc2cc(N)ccc2o1,12%,-4,16%,10%,0%,55%[activator],1%,-10%,-4%,-7%
N#CC1=C(Nc2ccccc2Cl)SC(c2ccccc2O)NC1=O (centres undefined),-29%,28,0%,-1%,0%,2%,23%,?,-26%,-4%
CN(CC(=O)NCCc1ccc(F)cc1)Cc1cccs1,13%,1,-1%,5%,0%,4%,4%,-6%,-22%,-2%
CN(C1CCCCC1)S(=O)(=O)c1ccc(S(=O)(=O)N2CCN(CCC#N)CC2)cc1,10%,0,2%,3%,0%,2%,-4%,-2%,9%,-6%[46.1 µM]
O=c1c2ccccc2oc2nc(-c3ccco3)n(-c3ccccc3)c(=O)c12,14%,-44,24%,4%,-1%,1%,19%,0%,-8%,0%[46.1 µM]
O=C(NCc1c(O)ccc2ccccc12)c1ccccc1,-7%,14,-2%,4%,-1%,-4%,9%,5%,?,-2%
COc1ccccc1CNC(=O)CCC(=O)Nc1nnc(C(C)C)s1,?,3,2%,/,-1%,4%,-1%,12%,1%,-5%
CCOC(=O)COc1ccc(/C=C2/C(=O)NN(c3ccc(F)cc3)C2=O)cc1OC,?,-13,-1%,20%,-1%,1%,-11%,?,11%,1%
Cc1ccc(S(=O)(=O)N2CCN(C(=O)c3ccccc3OCc3c(C)noc3C)CC2)cc1,7%,16,/,1%,-4%,4%,-2%,/,/,1%
COc1cc(OC)cc(C(=O)N[C@H](C(=O)Nc2nnc(C3CC3)s2)C(C)C)c1,-4%,-18,0%,-4%,-3%,1%,-3%,9%,-20%,7%
CS(=O)(=O)N(CC(=O)Nc1ccccc1Cl)c1ccc(Cl)cc1,1%,2,5%,-3%,0%,-3%,5%,2%,15%,-4%
CSCCC(NS(=O)(=O)c1ccc2c(c1)OCCO2)C(=O)N(C)Cc1ccc(C)cc1 (centres undefined),-40%,-3,-7%,9%,-1%,/,-6%,2%,/,-6%
COc1ccc(NC(=O)NCc2cccnc2)cc1OC,3%,6,-15%,0%,-9%,2%,2%,1%,23%,-2%
CCn1cc(C(=O)NCCCN2CCC(C)CC2)c(=O)c2cc(S(=O)(=O)N3CCCC3)ccc21,-3%[7.66 µM],7,-2%,-7%,-4%,-3%,-5%,7%,-3%,-7%

# These rows are one share of the data; the hit share may differ from the screen's.
